esBAF inh: SWI/SNF esBAF complex inhibition; mouse ES cells, Bmi1-luciferase knock-in reporter, 24 h; 100% = twice the neutral-well signal; reporter increase, % at 12.5 µM; AID 602393; hit rate 2% among 350,000; in the data active = activation above about 40%;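 note: 0% = median of the plate's neutral control wells and 100% = double that signal; a rise in the Bmi1 reporter signal indicates esBAF inhibition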
E-selectin induc: induces E-selectin expression in human endothelial cells; hit rate 0.37% among 260,000; P16581; HUVEC E-selectin immunofluorescence imaging; normalized: neutral wells 0, TNF-alpha wells 100; activation, % at 7.58 µM;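 active = mean E-selectin-positive cell signal at least 10% of the positive control, reached in at least 60% of replicates, without over 20% cell loss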;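 note: in these data hits start at about 27%; measured in HUVEC primary endothelial cells; signal is the percent of cells scored E-selectin positive by PE staining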
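Assay system: HUVEC, human umbilical vein endothelial cells / Amount: 3,000 HUVEC/well / Controls: TNF-alpha positive control, DMSO neutral control / Compound dosing: single concentration / Medium: EGM-2 over gelatin coat / Evaluation: percent E-selectin-positive cells / Signal: immunofluorescence imaging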
RAD52 inh: RAD52 (human) annealing inhibition; P43351; recombinant RAD52 DNA annealing, FRET fluorescence; inhibition, % at 18.7 µM; hit rate 0.46% among 360,000; AID 651710;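 active = every replicate showing at least 50% inhibition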
ARNT-TACC3 inh: disrupts binding between human ARNT and TACC3. hit rate 0.66% among 390,000. Q9Y6A5. AlphaScreen His-ARNT PAS-B/GST-TACC3 binding, luminescence; TACC3 fragment carries E629A point mutation. inhibition, % at 9.99 µM. AID 623870;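 active = mean inhibition of replicates at least 50% and at least half of replicates each reaching 50%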;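 note: 0% = complete ARNT plus TACC3 wells and 100% = ARNT alone without TACC3; many hits fall short of the cut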
RAD54 branch: inhibitors of human RAD54 branch migration. Q92698. RAD54 Holliday junction branch migration, FAM/BHQ fluorescence. inhibition, % at 10.4 µM. hit rate 0.14% among 360,000. AID 602329;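 active = mean normalized replicate activity at least 40 and at least half of replicates scoring 40 or more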;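 note: 0% = median of neutral control wells and 100% = median of positive control wells; inhibitors cause a drop in the FAM fluorescence signal; in these data hits start at about 50%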
Target sequence (Q92698 whole entry, looked up): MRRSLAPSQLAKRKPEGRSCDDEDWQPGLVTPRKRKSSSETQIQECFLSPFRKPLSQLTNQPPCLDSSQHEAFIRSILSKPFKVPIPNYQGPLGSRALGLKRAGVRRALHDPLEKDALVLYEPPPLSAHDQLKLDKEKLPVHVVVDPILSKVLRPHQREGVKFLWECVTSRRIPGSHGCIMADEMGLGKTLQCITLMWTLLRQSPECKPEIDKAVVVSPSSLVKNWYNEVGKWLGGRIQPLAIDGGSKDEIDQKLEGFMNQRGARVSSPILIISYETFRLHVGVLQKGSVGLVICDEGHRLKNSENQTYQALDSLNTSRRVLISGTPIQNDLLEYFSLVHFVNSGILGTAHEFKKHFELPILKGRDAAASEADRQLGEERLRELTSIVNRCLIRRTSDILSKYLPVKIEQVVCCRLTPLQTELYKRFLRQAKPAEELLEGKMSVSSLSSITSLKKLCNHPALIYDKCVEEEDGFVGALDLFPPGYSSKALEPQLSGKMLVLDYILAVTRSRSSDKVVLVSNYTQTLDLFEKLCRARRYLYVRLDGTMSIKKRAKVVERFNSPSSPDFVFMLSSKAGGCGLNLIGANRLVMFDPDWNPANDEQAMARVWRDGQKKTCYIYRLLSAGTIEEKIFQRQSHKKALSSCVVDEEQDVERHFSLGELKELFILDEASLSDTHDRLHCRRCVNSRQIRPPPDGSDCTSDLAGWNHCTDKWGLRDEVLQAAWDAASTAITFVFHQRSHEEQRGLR
Casp6 inh: inhibitors of human caspase-6 | hit rate 0.53% among 350,000 | inhibition, % at 12.5 µM | purified caspase-6, Z-VEID-R110 cleavage fluorescence | P55212 | AID 686996;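 active = mean inhibition across replicates at least about 35%, with every replicate also reaching that limit, limit read from the data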;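 note: 0% = median of neutral control wells and 100% = no fluorescence left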
Target sequence (P55212 24-179 limits assumed): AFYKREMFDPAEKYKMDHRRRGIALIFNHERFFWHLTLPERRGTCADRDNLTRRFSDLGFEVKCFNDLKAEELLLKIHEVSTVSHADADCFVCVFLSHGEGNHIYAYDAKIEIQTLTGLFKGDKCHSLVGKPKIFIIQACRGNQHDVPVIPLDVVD
Target sequence (P55212 194-293 limits assumed): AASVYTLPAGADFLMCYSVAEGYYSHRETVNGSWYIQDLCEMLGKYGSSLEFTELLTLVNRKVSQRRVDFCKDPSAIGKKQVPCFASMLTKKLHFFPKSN
ERp5 inh: ERp5 (human) disulfide isomerase inhibition; ERp5 insulin aggregation, absorbance 650 nm, 90 min; Q15084; AID 651711; inhibition, % at 9.99 µM; hit rate 0.05% among 350,000;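 active = mean replicate inhibition above about 25%, with every replicate also reaching it, limit read from the data, passing the limit was not always enough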
PglD DTNB: PglD (C. jejuni) enzyme inhibition; purified PglD enzyme, DTNB colorimetric CoA detection; hit rate 0.098% among 360,000; inhibition, % at 12.5 µM; in the data active = inhibition above about 16%, passing the limit was not always enough; note: strong numbers were not always called active
Numbers without * were called inactive; / = no result given; & = joins results of further samples.

SMILES	esBAF inh	E-selectin induc	RAD52 inh	ARNT-TACC3 inh	RAD54 branch	Casp6 inh	ERp5 inh	PglD DTNB
CCN(CC)c1c(C)nc2ccc(C(=O)Nc3cc(-c4ccccc4)ccc3OC)cn12	4.9	1.4	-8.3	/	-2.1	-1.4	6.2	1.4
COc1ccc(C)cc1-n1nnnc1SCC(=O)NC1CCCC1	-5.6	0.6	-1.0	-14.5	2.1	-1.6	-3.7	0.0
COc1ccccc1CNC(=O)COC(=O)/C=C/c1ccc2ccccc2n1	35.4	/	-8.2	6.6	-3.5	0.3	-7.1	-5.2
CC1CCC(NC(=O)C2CCN(c3nc4ccccc4s3)CC2)CC1 (centres undefined)	13.8	0.0	-11.2	8.9	-12.0	0.1	1.8	7.1
CC1=CC(C/C(C)=C/COc2ccc3ccc(=O)oc3c2)OC1=O (centres undefined)	9.8	/	-5.6	-9.3	-9.9	4.0	2.3	1.4
COc1ccc(S(=O)(=O)Nc2ccc3c(c2)C(=O)N([C@@H](C)CO)C[C@@H](C)[C@H](CN(C)C(=O)Nc2ccc(F)cc2)O3)cc1	-2.2	-0.5	-18.9	-5.1	-2.4	-4.1	4.3	1.3
CC1(C(=O)Nc2cnc3ccccc3c2)CCN1C(=O)CCc1ccccc1 (centres undefined)	6.6	0.0	-7.8	/	-7.5	0.2	1.3	4.5
CO[C@@H]1CN(C)C(=O)c2cc(NC(=O)Nc3ccccc3F)ccc2OC[C@@H](C)N(CCC(F)(F)F)C[C@H]1C	-3.9	-0.3	-40.2	31.4	2.9	3.4	0.1	-3.6
COC(=O)CSc1nnc(CNc2ccc(Cl)cc2)n1Cc1ccccc1	-4.6	/	/	-3.8	7.4	/	/	-5.8
Cc1ccc(C(=O)Nc2cnc3ccccn3c2=O)cc1	9.7	/	/	-4.0	-2.1	/	/	0.5
COc1cc(CNC(=O)Nc2cccn3nc(COCCO)nc23)cc(OC)c1OC	2.0	-0.4	-7.5	/	4.5	0.6	-0.7	0.8
CCOC(=O)c1c(NC(=O)CSc2ncn[nH]2)sc(C(=O)NC)c1C	/	-3.7	-6.4	1.8	-9.4	2.1	1.6	0.0
CCOc1ccccc1N1C(=O)CC(Nc2ccc(N3CCOCC3)cc2)C1=O (centres undefined)	-0.4	/	-12.9	12.3	1.0	7.6	-3.2	4.6
CC1=C2C3OC(=O)C(C)C3CCC2(C)C=C(Cl)C1=O (centres undefined)	-4.8	/	3.9	/	-4.1	-3.6	7.4	-1.3
COc1ccc(N2CCC(N3CCN(C)C(CCO)C3)CC2)cc1 (centres undefined)	-2.9	/	-24.7	1.5	11.1	-16.1	-7.0	-5.3
N#C[C@@H]1[C@H](c2ccccc2-c2ccccc2F)[C@H](CO)N1C(=O)C1CC1	/	-0.1	5.8	/	/	-1.0	-4.0	/
CCOC(=O)N1CCN(C(=O)COC(=O)c2cccc(S(C)(=O)=O)c2)CC1	-0.7	-0.1	-9.7	-2.0	-9.5	-5.9	0.3	-0.3
COc1cc(OC)cc(C(=O)N[C@H](C(=O)OCC(=O)NC(=O)c2cccn2C)C(C)C)c1	/	3.0	-42.0	/	/	-0.8	-4.1	/
COC(=O)C[C@@H]1CC[C@H]2[C@@H](COC[C@H](O)CN2C(=O)Nc2cccc(F)c2)O1	20.2	0.1	-22.1	-7.4	7.9	1.6	2.4	-0.6
CCN(CC)S(=O)(=O)c1cccc(C(=O)OC2CC(C)OC2=O)c1 (centres undefined)	-0.8	/	-1.0	-8.2	-3.4	3.2	-1.2	7.4
Cc1c(Cc2ccc3c(c2)OCO3)sc(NC(=O)C2CC2)c1C(N)=O	/	0.5	-5.7	-5.1	-3.1	3.9	6.0	0.0
O=C(Cc1ccccn1)N1CC(=O)N2[C@H](C1)[C@H](c1ccc(-c3ccccc3)cc1)[C@@H]2CO	/	-0.2	-9.4	/	/	-0.7	12.3	/
C[C@@H]1CCCCO[C@H](CN(C)CC2CCCCC2)[C@H](C)CN([C@H](C)CO)C(=O)c2cc(NC(=O)Nc3ccc(C(F)(F)F)cc3)ccc2O1	-81.1	/	/	26.2	-6.7	-4.0	2.7	0.6
CCN(C(=O)c1c(N)cnn1C)c1ccccc1	/	0.2	-24.9	-14.9	/	2.1	1.6	/
O=C(Nc1ccc(-c2noc(CCc3ccccc3)n2)cc1)c1cccnc1	49.4*	/	/	-3.0	8.7	/	/	-5.4
O=C(CCCCn1c(=O)c2ccccc2n(Cc2ccc(F)cc2)c1=O)NCc1ccco1	7.8	/	/	-0.3	-5.3	/	/	2.9
CCCn1c(C(O)c2cc(OC)ccc2OC)nc2ccccc21 (centres undefined)	-1.8	/	/	3.4	-7.6	/	/	-0.8
O=C(NCN1C(=O)C2C3C=CC(C3)C2C1=O)Nc1cccnc1 (centres undefined)	-2.9	/	/	-5.8	-3.1	/	/	4.4
O=C(O)c1cc(S(=O)(=O)N2CC3CC3C2C(=O)O)c(Cl)cc1Cl (centres undefined)	/	0.0	-7.7	-11.9	-5.0	1.4	1.6	1.2
Cc1cccc(NC(=O)c2ccc(-n3cncn3)c([N+](=O)[O-])c2)c1	0.6	/	-5.0	-21.5	-5.7	-1.0	-0.2	3.7
O=C(NCCc1c[nH]c2ccccc12)c1ccco1	6.3	0.0	-8.5	-5.4	-3.8	/	1.4	-1.7
CN(c1cccc(NC(=O)Nc2cccc(Cl)c2)c1)S(C)(=O)=O	54.5*	/	/	0.0	-0.7	/	/	-0.1
CCCN1C[C@@H](C)[C@@H](OC)CN(C)C(=O)c2cc(NC(=O)C3CCC3)ccc2OC[C@H]1C	-5.2	0.2	/	-6.7	-1.3	/	/	0.5
CCOc1cc(/C=N/NC(N)=O)cc(Br)c1OCC(=O)Nc1cccc2ccccc12	1.5	/	/	-2.5	-1.8	/	/	7.2
O=C(COc1coc(CN2CCN(c3ccccc3)CC2)cc1=O)Nc1cccc(F)c1	-5.9	/	-12.8	-6.0	-13.4	4.7	-1.5	0.5
Cc1noc(C)c1C1(O)CCCCCCCCCCC1	-2.0	0.2	-2.9	7.2	2.5	-2.2	4.9	-2.7
O=C(CNCc1ccccn1)N1CCc2ccccc2C1	6.4	0.5	-50.6	76.6*	-5.3	-9.5	5.6	0.0
COCCNC(=O)[C@H]1[C@H](CO)[C@H]2Cn3c(ccc(-c4ccccc4F)c3=O)[C@H]2N1C(=O)C1CCCC1	-2.4	-0.1	14.5	-3.0	13.9	-2.0	4.8	-3.3
O=C(CSc1nc2[nH]ncc2c(=O)[nH]1)N1CCCCC1	/	-0.3	2.0	-1.0	/	-0.6	-0.2	/
C[C@@H]1CN([C@H](C)CO)C(=O)c2cc(-c3cccnc3)cnc2O[C@@H]1CN(C)C(=O)c1ccccc1F	-2.7	-0.1	1.8	-6.3	3.4	0.3	-3.2	-2.2
COCCNC(=O)C1(C)Cc2c(-c3cccc(C(N)=O)c3)ccnc2O1 (centres undefined)	-5.7	-0.1	-1.7	/	6.5	-2.9	8.2	-5.7
C[C@H]1CN([C@@H](C)CO)C(=O)c2cc(-c3ccc(F)cc3)cnc2O[C@@H]1CN(C)C(=O)C1CCC1	-6.8	1.0	11.9	-4.1	-4.1	-3.4	-0.3	3.1
CC(C(=O)NCC1(c2ccccc2)CCCC1)N1CCOCC1 (centres undefined)	-11.4	/	/	0.4	1.2	/	/	-4.1
COc1cccc(-c2nc(=S)c3c(n2Cc2ccco2)CCCC3)c1	-3.2	/	/	12.2	7.8	/	/	-0.3
c1ccc2c(c1)Nc1nccnc1S2	/	/	-15.0	6.9	/	4.4	-3.8	/
CC1CCN(C(=O)CSc2ccc(-c3ccc(F)cc3)nn2)CC1	7.3	/	-4.1	4.6	3.4	4.3	-7.1	1.9
CN(c1ccccc1)S(=O)(=O)c1cccc(C(=O)NCc2ccccc2CN2CCCC2)c1	-5.6	-0.3	-74.2	5.8	-4.0	-12.5	-1.9	3.6
Cc1cccc(-n2c(CCn3nc(C)c([N+](=O)[O-])c3C)n[nH]c2=S)c1	-4.9	/	-9.5	1.7	-1.6	0.1	1.9	0.8
CC(=O)C1=C(O)C(=O)N(c2nccs2)C1c1ccc(F)cc1 (centres undefined)	-14.8	/	-16.9	/	-9.2	0.4	0.8	-0.9
CC(=O)N(C)C[C@H]1Oc2cc(C3=CCCC3)ccc2S(=O)(=O)N([C@H](C)CO)C[C@H]1C	-3.5	-0.2	-7.3	2.1	-2.9	1.8	-2.7	0.4

Record cards, from the list above.
Cc1cccc(-n2c(CCn3nc(C)c([N+](=O)[O-])c3C)n[nH]c2=S)c1 across the screens: esBAF inh = -4.9; E-selectin induc = /; RAD52 inh = -9.5; ARNT-TACC3 inh = 1.7; RAD54 branch = -1.6; Casp6 inh = 0.1; ERp5 inh = 1.9; PglD DTNB = 0.8
CC1CCN(C(=O)CSc2ccc(-c3ccc(F)cc3)nn2)CC1 across the screens: esBAF inh = 7.3; E-selectin induc = /; RAD52 inh = -4.1; ARNT-TACC3 inh = 4.6; RAD54 branch = 3.4; Casp6 inh = 4.3; ERp5 inh = -7.1; PglD DTNB = 1.9

Other structures follow.
SMILES	esBAF inh	E-selectin induc	RAD52 inh	ARNT-TACC3 inh	RAD54 branch	Casp6 inh	ERp5 inh	PglD DTNB
C[C@@H]1CN([C@@H](C)CO)S(=O)(=O)c2ccc(C#CC3CC3)cc2O[C@H]1CN(C)CC1CCCC1	-4.9	0.5	-7.6	-2.8	-0.5	0.6	-1.4	-1.0
O=C(Nc1cccc(F)c1)C1CCN(C(=O)N2CCOc3ccccc32)CC1	-1.0	-0.5	0.6	-1.2	4.2	-1.2	2.7	0.9
Cc1ccc(SCC(=O)OCC(=O)N(CC(C)C)c2c(N)n(Cc3ccccc3)c(=O)[nH]c2=O)cc1C	/	/	-11.5	-2.5	-14.5	0.2	-3.3	3.4
CCO[C@@H]1OC(C(=O)NCc2nc3ccccc3[nH]2)=C[C@H](c2cn(C(C)=O)c3ccccc23)[C@H]1CCCO	-0.6	-0.2	-67.8	15.8	1.4	5.1	5.0	12.6
O=C(Nc1ccc2c(c1)COC2=O)c1ccc(Cl)c(Cl)c1	74.9*	-0.2	-0.4	-4.5	4.3	6.0	-1.0	4.1
CC(=O)C1=C(C)NC(SCC(=O)c2ccc(Cl)cc2Cl)=C(C#N)C1c1ccco1 (centres undefined)	6.9	/	/	-8.1	-3.8	/	/	0.7
COCCn1c(SCC(=O)N2CCc3ccccc3C2)nc2ccccc2c1=O	-2.0	-0.3	3.6	9.6	/	2.9	2.0	/
CC(=O)Nc1ccc(S(=O)(=O)Nc2nnc(C(C)(C)C)s2)cc1	-2.1	/	/	-6.7	4.7	/	/	5.7
Cc1ccc(S(=O)(=O)N(C)C[C@@H]2Oc3ccc(NC(=O)Nc4ccc(F)cc4)cc3CC(=O)N([C@H](C)CO)C[C@H]2C)cc1	-2.2	0.2	-1.1	-5.6	2.3	-0.7	-1.3	1.8
CS(=O)(=O)c1ccc(Cl)c(NC(=O)Cc2c(F)cccc2Cl)c1	/	1.9	-10.8	/	/	-0.1	-3.1	/
S=c1nc(-c2cccc(Br)c2)[nH][nH]1	0.4	/	3.7	3.7	3.4	0.5	2.0	-1.2
C[C@@H]1CN([C@@H](C)CO)C(=O)c2cc(Br)cnc2O[C@@H]1CN(C)Cc1cncnc1	1.5&2.6	3.2&0.0	-7.9&-7.9	-8.8	-2.5&0.9	2.0&-1.7	3.3&8.6	1.1&0.1
Cc1cc(NC(=O)COc2ccc([N+](=O)[O-])cc2)no1	-0.4	0.1	-14.6	-3.5	-8.4	-4.1	-2.1	0.2
COCC(=O)N1CCCCN2[C@H](C1)[C@@H](c1ccc(-c3ccc(C)cc3)cc1)[C@@H]2CO	1.4	-0.2	/	-9.6	-9.4	/	/	-2.8
CCc1nc2ccc(C(=O)Nc3cc(-c4ccccc4)ccc3OC)cn2c1N(C)Cc1ccc(Cl)cc1	-0.9	-0.5	-156.0	/	7.5	/	1.1	1.5

Screens as filed in PubChem.
